Runt-SMMHC FRET = inhibitors of RUNX1 Runt–CBFb-SMMHC binding, primary screen, biochemical, FRET, Cerulean-Runt, Venus-CBFb-SMMHC, uHTS | Cerulean-Runt/Venus-CBFb-SMMHC FRET ratio 530/480, 1 h | inhibition, % at 20 µM | 0.74% of 220,000 active | AID 1434, 2008;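 active means mean inhibition across duplicate retests at 20 µM reaching about 50%, limit read from the data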;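 further: 0% = DMSO wells and 100% = wells with excess untagged CBFb-SMMHC; inhibitors lower the FRET ratio by blocking Runt binding to CBFb-SMMHC; some results filed as inactive read as strong as hits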
RBBP9 inhibitor = human RBBP9 inhibitors, primary screen, biochemical, fluorescence polarization, FP-Rh probe, HTS. AID 1515, 2009. inhibition, % at 7.94 µM. 0.2% of 220,000 active. recombinant RBBP9. Serine hydrolase RBBP9 (Homo sapiens), O75884;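 active means inhibition above the campaign mean of all tested compounds plus 3 SD, cut at about 14% in these data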;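 further: plate controls were DMSO wells with RBBP9 for no effect and wells lacking RBBP9 protein for full effect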
Target sequence (O75884 whole entry, looked up): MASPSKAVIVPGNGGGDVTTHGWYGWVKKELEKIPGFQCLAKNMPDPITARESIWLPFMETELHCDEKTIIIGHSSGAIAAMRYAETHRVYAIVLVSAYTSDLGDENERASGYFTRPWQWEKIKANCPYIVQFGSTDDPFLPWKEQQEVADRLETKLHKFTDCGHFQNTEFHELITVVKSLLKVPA
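Measured by: FP readout at 525/598 nm; material: recombinant human RBBP9; also added: Serine-hydrolase probe FP-Rh, 375 nM pre-mixing; medium: Tris buffer pH 8.0, NaCl, Pluronic; replication: one well per compound; doses: one concentration, 7.94 µM nominal, 0.794% DMSO; timing: preincubation 30 min plus labeling 45 min at 25 °C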
p97 inhibitor = inhibitors of human p97 ATPase, primary screen, biochemical | AID 1481, 2009 | 0.42% of 220,000 active | recombinant p97 ATPase, Kinase-Glo ATP luminescence, 3 h | inhibition, % at 8 µM; in the data active means inhibition above about 15%;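 further: 0% = DMSO vehicle and 100% = wells lacking enzyme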
Runt-CBFb FRET = inhibitors of RUNX1 Runt–CBFb binding, primary screen, biochemical, FRET, Cerulean-Runt, Venus-CBFb, uHTS; Runt-related transcription factor 1 (Homo sapiens) + Core-binding factor subunit beta …; Cerulean-Runt/Venus-CBFb FRET ratio 530/480, 1 h; inhibition, % at 20 µM; 0.46% of 220,000 active;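 active means inhibition over about 50% at 20 µM in the single-dose screen, limit read from the data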;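 further: 0% = DMSO wells and 100% = excess unlabeled CBFb competitor control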
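Assay system: Cerulean-Runt domain fusion protein, energy donor; Signal: fluorescence energy transfer, 422 nm excitation, 530/480 nm emission; Timing: 1 h compound exposure, room temperature; Control set: unlabeled CBFb; Medium: Tris buffer pH 7.5 with salts and BSA; Compound: single test concentration of 20 µM, 1% DMSO final; Probe or stimulus: Venus-CBFb 100 nM.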
Mdm2 ligase inh = MDM2-luciferase reporter signal enhancers, primary screen, MDM2 E3 ligase inhibitor project, cell-based, luminescence, 1536-well; E3 ubiquitin-protein ligase Mdm2 (Homo sapiens), Q00987; cell-based MDM2 ubiquitination luciferase reporter, 2 h; 0 = plate control, 100 = twice control, blank-subtracted; signal enhancement, % at 5 µM; 0.11% of 210,000 active; AID 1230, 2008;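 active means signal enhancement of 30% or more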;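 further: luminescence tracks abundance of the self-degrading MDM2-luciferase fusion protein; higher signal means inhibition of MDM2 E3 ligase activity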
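Material: stable MDM2–luciferase fusion reporter cells / Quantity: 2000 cells/well / Dosing: single 5 µM compound dose, 0.2% final DMSO / Buffer or medium: DMEM / Schedule: 4 h cell settling then 2 h compound exposure, 37 °C / Detection: luminescence with SteadyLite reagent, 15 min at room temperature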
NPY1 pot ag = NPY-Y1 receptor potentiators or agonists, primary screen, cell-based; 0.37% of 220,000 active; activation, % at 3.6 µM; Neuropeptide Y receptor type 1 (Homo sapiens), P25929; NPY-Y1 expressing cells, potentiator/agonist activation; AID 1304, 2008; in the data active means activation above about 33%, passing the limit was not always enough;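 further: cells stimulated with NPY at EC10 then isoproterenol at EC100; 0% = low agonist plus stimulus and 100% = saturating agonist plus stimulus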
NPY Y1 blocker = NPY-Y1 receptor antagonists, primary screen, cell-based | Neuropeptide Y receptor type 1 (Homo sapiens), P25929 | HEK293-CNG Y1 cells, membrane potential fluorescence; NPY at EC95, then isoproterenol | inhibition, % at 3.6 µM | 1% of 200,000 active | AID 1040, 2008;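 active means inhibition above the campaign mean inhibition of all tested compounds plus 3 SD, cut at about 20% in these data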;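 further: 0% = DMSO wells given NPY plus isoproterenol and 100% = isoproterenol alone without NPY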
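Test system: HEK293 cells co-expressing NPY Y1 receptor and cyclic-nucleotide gated channel; Also added: NPY (25 nM), isoproterenol (1 µM), Ro 20-1724 (25 µM); Compound dosing: one concentration, 3.6 µM, in 0.4% DMSO; Timing: dye 3 h, compound 60 min room temperature, stimulation 45 min; Technique: Membrane-potential fluorescent dye readout.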
Hck-Nef inh = inhibitors of Nef-activated human Hck kinase, primary screen, biochemical, Z-Lyte FRET, 384-well, Hck-YEEI. Recombinant Hck-YEEI plus Nef, Z-Lyte FRET kinase assay. inhibition, % at 20 µM. 0.68% of 220,000 active;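 active means Hck-Nef kinase inhibition above about 50%, limit read from the data; inactive means inhibition below that limit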;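 further: 0% = DMSO with Hck plus Nef and 100% = Hck alone without Nef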
Target sequence (P08631 whole entry, looked up): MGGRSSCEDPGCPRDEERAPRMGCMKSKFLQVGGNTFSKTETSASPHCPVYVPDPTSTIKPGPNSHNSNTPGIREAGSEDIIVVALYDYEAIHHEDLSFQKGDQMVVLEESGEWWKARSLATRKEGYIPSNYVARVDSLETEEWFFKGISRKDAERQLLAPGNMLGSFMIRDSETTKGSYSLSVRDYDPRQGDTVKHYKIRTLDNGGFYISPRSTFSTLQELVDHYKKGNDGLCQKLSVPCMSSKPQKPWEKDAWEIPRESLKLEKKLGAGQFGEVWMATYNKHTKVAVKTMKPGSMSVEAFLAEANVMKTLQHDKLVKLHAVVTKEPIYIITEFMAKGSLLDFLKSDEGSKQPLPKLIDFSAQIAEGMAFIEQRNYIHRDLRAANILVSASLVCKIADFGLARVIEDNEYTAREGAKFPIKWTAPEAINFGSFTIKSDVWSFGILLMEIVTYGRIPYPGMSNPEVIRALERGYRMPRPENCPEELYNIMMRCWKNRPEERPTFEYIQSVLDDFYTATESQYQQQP
NPY2 pot ag = NPY-Y2 potentiators or agonists, primary screen, cell-based | activation, % at 3.6 µM | Neuropeptide Y receptor type 2 (Homo sapiens), P49146 | 0.45% of 220,000 active | cells expressing NPY-Y2, potentiator/agonist read-out; in the data active means activation above about 27%;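 further: cells stimulated with NPY near EC25 plus isoproterenol at EC100; 0% = vehicle plus submaximal agonist and 100% = vehicle plus saturating agonist; some results beyond the cut were filed as inactive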
Target sequence (P49146 whole entry, looked up): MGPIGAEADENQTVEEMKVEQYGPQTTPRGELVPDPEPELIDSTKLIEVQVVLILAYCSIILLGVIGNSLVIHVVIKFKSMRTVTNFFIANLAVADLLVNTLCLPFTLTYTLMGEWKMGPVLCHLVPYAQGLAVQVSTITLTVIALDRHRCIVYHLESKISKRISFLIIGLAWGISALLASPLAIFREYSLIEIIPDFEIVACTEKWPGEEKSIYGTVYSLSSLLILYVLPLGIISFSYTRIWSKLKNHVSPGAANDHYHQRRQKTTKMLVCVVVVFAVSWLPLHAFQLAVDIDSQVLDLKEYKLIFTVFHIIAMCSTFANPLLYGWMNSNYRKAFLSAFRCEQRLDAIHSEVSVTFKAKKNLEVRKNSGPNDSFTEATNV
An asterisk follows results filed as active; · = no result given.

SMILES	Runt-SMMHC FRET	RBBP9 inhibitor	p97 inhibitor	Runt-CBFb FRET	Mdm2 ligase inh	NPY1 pot ag	NPY Y1 blocker	Hck-Nef inh	NPY2 pot ag
O=c1ccn(Cc2ccccc2)c(=O)n1Cc1ccccc1	-1.2	2.2	-3.3	1.8	-9.2	-9.4	-3.5	9.1	-3.3
COc1ccc(Nc2nc(NCc3ccco3)nc(N3CCOCC3)n2)cc1	3.0	-9.4	0.5	-0.5	·	6.2	·	23.4	-3.7
C=CCCCOc1ccc(C(=O)O)cc1	-1.2	0.1	5.7	0.0	3.4	-8.9	1.3	0.6	0.5
CN(C)S(=O)(=O)c1cccc(C(=O)NC2CCCc3ccccc32)c1 (stereo unspecified)	0.4	3.5	-3.0	3.3	-12.7	-9.6	2.5	-0.6	-14.4
O=C1C2C3C=CC(C3=C3CCCCC3)C2C(=O)N1Cc1ccccc1 (stereo unspecified)	5.1	-4.6	-4.8	5.4	1.8	-14.4	6.6	0.7	-8.0
CN(C)CC(C)(C)CNC(=S)Nc1cc(S(=O)(=O)N2CCOCC2)ccc1Cl	0.5	-2.9	0.8	-0.7	-4.2	-2.0	5.4	2.8	6.8
CCOC(=O)c1nnc(-c2ccccc2)nc1NCc1ccccc1	1.4	-2.7	9.5	4.2	-12.9	-18.3	6.7	0.0	-12.7
Cc1ccc(CNC(=O)C2CCN(S(=O)(=O)N3CCC4(CC3)OCCO4)CC2)cc1	4.0	-2.4	-0.1	-2.6	6.7	2.6	2.2	2.2	1.8
C/C(CC(=O)N1CCN(C=O)CC1)=N\NC(=O)c1ccc(Br)cc1	0.2	-2.1	-4.3	-1.0	-3.5	-9.1	1.9	12.4	-32.7
O=c1[nH][nH]c(-c2ccccc2O)c1C(C[N+](=O)[O-])c1cccc(Cl)c1 (stereo unspecified)	10.8	-4.8	5.5	4.0	-11.6	13.4	-2.5	1.7	17.0
Cc1ccc(/C=C/C(=O)O)cc1S(=O)(=O)NCC1CCCO1 (stereo unspecified)	-4.7	-5.8	3.3	0.1	4.5	1.7	-6.1	-11.8	-4.4
COC(=O)c1c(NC(C)=O)sc(C(=O)Nc2ccccc2F)c1C	-6.5	1.7	3.2	0.0	-2.4	-9.5	3.7	19.6	-15.4
Cc1nc2sc3c(c2c(=O)n1/N=C/c1ccco1)CCCC3	-5.6	-4.0	5.1	0.0	-10.9	104.4*	-13.7	0.3	103.4*
CCOCC(=O)Nc1ccccc1C(=O)O	1.6	-2.5	4.5	-1.5	-7.1	16.6	-0.8	17.2	-7.0
C=CCOC(=O)CC(NC(=O)c1ccccc1)c1ccccc1 (stereo unspecified)	0.8	-0.3	2.8	-2.9	-11.1	-2.6	0.2	1.3	-3.0
Cc1ccc(S(=O)(=O)Nc2nc3ccc(S(=O)(=O)N4CCCC4)cc3s2)cc1	-3.5	-0.6	0.4	-0.6	2.3	4.3	-0.9	13.3	0.9
COC(=O)CSc1nnc(-c2cccc(NC(=O)c3ccc(C)cc3)c2)n1C	-4.0	-5.5	-2.2	-2.5	-9.3	12.5	-1.6	1.5	-5.3
COc1ccc(CN2CCNC(=O)C2CC(=O)NCCc2c[nH]c3ccccc23)c(OC)c1 (stereo unspecified)	-5.4	-6.5	4.0	-2.3	7.7	6.0	5.8	16.9	6.2
O=C(CN1C(=O)c2ccccc2S1(=O)=O)c1ccc(F)cc1	0.3	-0.8	3.0	1.3	-59.6	6.8	·	13.0	-31.2
CCCn1nnnc1SCC(=O)NCc1ccccc1	-2.4	-4.0	-2.9	-1.8	-7.3	16.5	1.5	4.3	4.2
CC(=O)c1cc2c(cc1NC(=O)c1cccc(S(=O)(=O)N3CCN(C)CC3)c1)OCO2	8.2	2.7	-0.3	4.4	1.3	-3.7	-0.6	12.2	2.5
CC1CC(=O)Nc2ccccc2N1C(=O)CN1CCN(c2ccccc2)CC1 (stereo unspecified)	1.0	-2.3	5.1	-2.6	1.3	-2.1	5.1	20.0	-16.3
Cc1cc(=O)oc2cc(OCC(=O)OCC(=O)NC(C)C)ccc12	-0.6	-6.9	2.2	1.4	-1.6	-6.1	-0.9	4.2	-11.5
COc1cc(SC)ccc1C(=O)OC(C)C(=O)NC1CCCC1 (stereo unspecified)	-5.9	1.2	-0.6	0.9	2.4	-7.8	3.7	22.8	-0.7
C=CCNC(=O)C1CC2Cn3c(nc4ccccc43)C2N1C (stereo unspecified)	0.4	·	·	-1.0	0.7	·	·	15.0	·
C1=C(CCNC2=NCCCCC2)CCCC1	-4.6	-2.9	-2.0	1.5	-14.2	13.3	-0.9	1.9	-15.8
Cc1ccccc1S(=O)(=O)c1c(C)cc(C)n(CC(C)C)c1=O	-3.4	-3.5	-9.3	-4.7	-3.7	-16.1	1.9	0.7	-9.7
CCCCC(CC)CNC(=O)c1cccs1 (stereo unspecified)	-7.2	-1.2	-1.8	-0.4	-25.0	20.4	2.0	-0.4	-7.2
COc1nc(Oc2ccc(=O)[nH]n2)nc(N2CCOCC2)n1	-0.6	-8.0	-3.9	-0.3	3.3	-14.7	-2.8	-1.1	-10.8
NC12CC3CC(C1)CC(CO)(C3)O2	2.4	-8.3	5.3	0.4	-3.0	0.9	-4.1	2.0	18.3
CN1N=C(C(=O)N2CCc3c([nH]c4ccccc34)C2c2c(F)cccc2Cl)CCC1=O (stereo unspecified)	-1.4	-8.1	-2.9	-3.9	-2.4	2.1	-2.8	21.3	-1.0
CCCOc1ccc(C2CC(=O)NC2=O)cc1 (stereo unspecified)	-3.2	5.0	5.2	0.7	7.7	15.4	-2.5	16.6	12.4
CCOC(=O)N1CCN(Cc2nc(C3CC3)no2)CC1	-0.3	-1.4	-0.8	0.8	7.8	1.8	3.2	2.9	2.8
CC1Oc2ccccc2N(Cc2cccnc2)C1=O (stereo unspecified)	1.0	-2.4	4.8	0.3	-6.9	13.0	-3.1	-5.1	17.3
O=C(NCc1ccc(F)cc1)C(=O)NCC1OCCN1S(=O)(=O)c1ccc2c(c1)OCCO2 (stereo unspecified)	4.0	-8.5	5.3	2.3	3.6	18.6	·	29.2	-2.1
O=C(c1cccn2c(=O)c3cc(Cl)ccc3nc12)N1CCN(Cc2ccc3c(c2)OCO3)CC1	-3.0	-3.2	2.6	0.5	2.7	-1.5	1.0	15.6	18.9
COc1cc(OC)cc(C(C)=O)c1	5.2	-11.7	-5.5	2.4	-5.5	-9.1	-3.3	-2.2	2.7
COC(=O)N/N=C/c1cccs1	-2.5	2.1	6.0	0.5	-6.6	14.6	4.5	15.5	1.7
N#CC1=C(N)OC2=C(CCc3ccccc32)C1c1ccccc1 (stereo unspecified)	38.5	-9.6	-3.7	35.3	5.7	-15.6	3.0	2.7	2.4
CC(O)[C@H]1CNC(=O)C(=O)N1CCCCC1CCCCC1 (stereo partly specified)	-2.4	·	·	0.2	-8.2	·	·	22.9	·
c1ccc2cc(CSCc3nc4ccccc4[nH]3)ccc2c1	2.1	-11.0	2.2	-2.1	-2.6	-13.1	-2.1	-26.9	-2.5
O=C1C=CC(=O)N1Nc1ccc(Br)cc1	1.2	-2.8	3.7	0.5	-5.2	-5.5	-1.2	0.0	0.7
COc1cc(C=C(C(C)=O)C(C)=O)ccc1O	-5.7	0.8	1.7	2.5	7.9	7.9	2.9	1.6	5.9
Cc1ccc(Oc2ccc(/C=N/O)cn2)cc1	-2.4	0.7	-7.0	1.4	-12.2	2.3	4.0	0.6	-13.1
Cc1ccc(-c2nnc(N3CCC(C)CC3)c3ccccc23)cc1	1.6	-8.5	-1.0	0.0	-6.0	-3.0	29.2*	22.5	-3.1
CC1(C)Cc2c(c(N3CCOCC3)nc3snc(N)c23)CO1	-2.0	-2.1	6.8	-0.6	-10.3	17.1	-2.6	15.1	15.2
CCOC(=O)CCn1cc(F)c(=O)[nH]c1=O	0.7	-3.9	-0.9	1.4	-16.1	-17.2	-6.2	21.9	-22.4
O=C(C1=C[C@@H](c2csc3ccccc23)C[C@@H](OCc2ccc(CO)cc2)O1)N1CCN(Cc2ccccc2)CC1	-5.8	-7.9	3.0	-2.3	·	-13.5	1.1	14.8	-16.1
CCOc1ccc(NC(=S)NC(=O)/C=C/c2ccc(OC)cc2)c([N+](=O)[O-])c1	-0.6	-5.1	7.1	0.4	-5.9	-14.8	5.4	28.0	3.6
CCOC(=O)CSc1ncc(OC)c(=O)[nH]1	-0.5	-6.0	-0.6	-1.7	-13.3	0.1	0.7	-2.3	8.7
C#CCOc1ccc(C2C3=C(COC3=O)Nc3cc4c(cc32)OCO4)cc1OC (stereo unspecified)	-39.5	-0.3	3.4	-5.3	-6.0	6.3	18.1	-2.3	-21.7

Just Mdm2 ligase inh and Runt-CBFb FRET (4 entries from above):
Molecule,Mdm2 ligase inh,Runt-CBFb FRET
CC1(C)Cc2c(c(N3CCOCC3)nc3snc(N)c23)CO1,-10.3,-0.6
Cc1ccc(Oc2ccc(/C=N/O)cn2)cc1,-12.2,1.4
CCOC(=O)CSc1ncc(OC)c(=O)[nH]1,-13.3,-1.7
Cc1ccc(-c2nnc(N3CCC(C)CC3)c3ccccc23)cc1,-6.0,0.0

Some of the entries above in a different format:
Values in the order – Runt-SMMHC FRET, RBBP9 inhibitor, p97 inhibitor, Runt-CBFb FRET, Mdm2 ligase inh, NPY1 pot ag, NPY Y1 blocker, Hck-Nef inh, NPY2 pot ag
CN(C)S(=O)(=O)c1cccc(C(=O)NC2CCCc3ccccc32)c1 (stereo unspecified)
  0.4, 3.5, -3.0, 3.3, -12.7, -9.6, 2.5, -0.6, -14.4
O=C1C2C3C=CC(C3=C3CCCCC3)C2C(=O)N1Cc1ccccc1 (stereo unspecified)
  5.1, -4.6, -4.8, 5.4, 1.8, -14.4, 6.6, 0.7, -8.0

Compound activity deposited in PubChem BioAssay by several laboratories.
